# Source: PubChem
# PfHsp90 set2 = reduces growth (ATP signal) of yeast expressing P. falciparum Hsp90 | S. cerevisiae expressing PfHsp90, BacTiter-Glo ATP, 48 h; yeast lacking PDR1 and PDR3 efflux regulators | inhibition, % at 9.4 µM | 310,000 tested, 0.32% active;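 active = every replicate shows inhibition above about 80%, whatever the replicate mean, limit read from the data; inconclusive = mean inhibition reaches the set limit but some replicate falls short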;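 note: 0% = DMSO neutral controls and 100% = 20 µM radicicol positive controls; yeast relying on Plasmodium falciparum Hsp90 in place of its own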
# DAGLB inhibitor = diacylglycerol lipase beta (human) inhibition | Q8NCG7 | HEK293T DAGLB membrane lysate, EnzChek fluorogenic substrate | inhibition, % at 5.17 µM | 340,000 tested, 0.059% active | AID 504411; in the data active = inhibition above about 34%;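 note: 0% = enzyme with vehicle and 100% = wells lacking enzyme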
# Target sequence (Q8NCG7 whole entry, looked up): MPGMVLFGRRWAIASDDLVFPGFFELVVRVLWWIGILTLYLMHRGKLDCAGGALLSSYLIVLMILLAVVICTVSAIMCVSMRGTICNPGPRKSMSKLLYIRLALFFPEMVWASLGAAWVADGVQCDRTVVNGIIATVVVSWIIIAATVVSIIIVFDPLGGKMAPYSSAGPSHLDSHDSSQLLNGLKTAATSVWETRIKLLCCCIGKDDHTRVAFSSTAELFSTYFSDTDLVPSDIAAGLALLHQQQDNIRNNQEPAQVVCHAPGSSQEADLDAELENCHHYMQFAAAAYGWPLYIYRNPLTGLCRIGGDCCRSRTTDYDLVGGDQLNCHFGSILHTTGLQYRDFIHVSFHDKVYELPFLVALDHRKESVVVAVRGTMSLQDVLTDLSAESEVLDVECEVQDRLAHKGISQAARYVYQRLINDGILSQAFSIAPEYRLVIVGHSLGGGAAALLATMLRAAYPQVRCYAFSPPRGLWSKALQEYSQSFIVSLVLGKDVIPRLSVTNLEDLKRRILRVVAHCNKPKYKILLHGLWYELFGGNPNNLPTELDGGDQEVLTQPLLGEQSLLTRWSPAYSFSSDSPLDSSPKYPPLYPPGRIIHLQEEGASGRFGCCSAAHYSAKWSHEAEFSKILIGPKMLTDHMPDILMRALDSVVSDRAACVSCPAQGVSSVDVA
# Rtt109 Vps75 = C. albicans Rtt109 histone acetyltransferase inhibition; AID 540336; 330,000 tested, 0.16% active; Q5AAJ8; purified Rtt109/Vps75, ThioGlo CoA-SH fluorescence, 4 h; inhibition, % at 34.9 µM;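 active = inhibition of at least 50% in every replicate; inconclusive = best replicate reaches 50% inhibition but some replicates fall short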
# Target sequence (Q5AAJ8 whole entry, looked up): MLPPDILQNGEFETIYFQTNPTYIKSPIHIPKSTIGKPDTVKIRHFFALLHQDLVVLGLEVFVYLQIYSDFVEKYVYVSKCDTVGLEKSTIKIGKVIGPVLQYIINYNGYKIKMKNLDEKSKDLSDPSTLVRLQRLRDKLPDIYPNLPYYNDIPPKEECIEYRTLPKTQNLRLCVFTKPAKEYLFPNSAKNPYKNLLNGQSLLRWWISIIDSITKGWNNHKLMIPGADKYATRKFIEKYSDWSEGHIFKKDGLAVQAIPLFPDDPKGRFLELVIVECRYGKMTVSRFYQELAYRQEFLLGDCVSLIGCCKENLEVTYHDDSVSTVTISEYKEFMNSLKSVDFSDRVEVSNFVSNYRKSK
# Wnt bcat act = activates Wnt/beta-catenin signaling in a reporter cell assay. 300,000 tested, 1.2% active. activation, % at 9.35 µM. activator, plate reader. AID 743398; in the data active = activation above about 30%, passing the limit was not always enough; inconclusive = no clear call, values can overlap the other calls;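 note: 0% = neutral control wells and 100% = positive control wells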
# CAL PDZ FP = blocks peptide binding to human CAL PDZ domain | Q9HD26 | purified CAL PDZ, TMR-peptide fluorescence polarization, 1 h | 330,000 tested, 0.02% active | inhibition, % at 20 µM;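 active = highest replicate inhibition of at least 40%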;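 note: plate controls were DMSO neutral control wells for no effect and unlabeled competitor peptide control wells for full effect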
#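 Material: tagged CAL PDZ domain; buffer or medium: 25 mM sodium phosphate pH 7.4, 150 mM NaCl, TCEP, IgG, Thesit; compound dosing: single point, 20 µM; schedule: 1 h incubation at room temperature before polarization reading; measured by: FP readout, S and P plane fluorescence; read-out basis: percent inhibition from loss of millipolarization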
# Ecoli viability = bacterial growth inhibition, counter-screen for AddAB inhibitors. E. coli V3065 growth, OD600 absorbance, 18 h. inhibition, % at 11.9 µM. 330,000 tested, 0.27% active. AID 449728;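 active = inhibition above the campaign's mean inhibition across all tested compounds plus 3 SD, cut at about 9.9% in these data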;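 note: uninfected addAB+ strain grown without phage in ampicillin broth; 0% = DMSO wells and 100% = ciprofloxacin 0.95 µg/ml wells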
# AddAB inh = less growth of phage-infected E. coli with AddAB; E. coli expressing H. pylori AddAB, absorbance growth; inhibition, % at 11.9 µM; 330,000 tested, 0.29% active; in the data active = inhibition above about 12%;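 note: 0% = vehicle wells of infected cells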
# Tat transport = blocks Tat-dependent protein export in E. coli. E. coli MC4100 TorA-mCherry Tat export, fluorescence. inhibition, % at 10 µM. 340,000 tested, 0.036% active. AID 488895;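 active = mean replicate inhibition at least 50% and at least half of replicates individually reaching 50%; inconclusive = only one of the two criteria met; inactive = neither criterion met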;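 note: exported cargo escapes ClpAP degradation while cytoplasmic cargo is degraded and loses fluorescence; 0% = median of neutral control wells and 100% = median of NaSCN control wells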
# PvdQ inh = blocks Pseudomonas aeruginosa PvdQ acylase activity; inhibition, % at 10 µM; AID 488965; 340,000 tested, 0.063% active; purified PvdQ acylase, fluorescence plate reader; in the data active = inhibition above about 30%, passing the limit was not always enough; inconclusive = no clear call, values can overlap the other calls;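 note: 0% = vehicle neutral wells and 100% = reference inhibitor wells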
# phage Ecoli inh = E. coli growth loss with phage present; growth absorbance; inhibition, % at 11.9 µM; 360,000 tested, 0.26% active; AID 651602; in the data active = inhibition above about 11%
# * marks the source's active call; other numbers are inactive results; u = inconclusive; x = not tested or not shown; & = joins results of further samples.
SMILES,PfHsp90 set2,DAGLB inhibitor,Rtt109 Vps75,Wnt bcat act,CAL PDZ FP,Ecoli viability,AddAB inh,Tat transport,PvdQ inh,phage Ecoli inh
CCOc1ncccc1C(=O)Nc1ccc(F)c(F)c1,0.3,-7.2,-18.9,-1.2,-2.3,1.4,4.0,2.9,-6.9,1.8
COc1cccc(-c2nc(CS(=O)CC(=O)NCc3ccc4c(c3)OCO4)c(C)o2)c1 (stereo unspecified),-11.4,0.9,2.7,3.4,0.3,-0.9,2.9,-4.7,-4.6,2.0
C[C@@H]1OC(Nc2ccc(N=Nc3ccccc3)cc2)[C@H](O)[C@H](O)[C@H]1O (stereo partly specified),-6.7,x,20.0,2.1,-1.5,-0.2,-0.2,1.2,-4.7,3.8
S=C(Nc1ccccc1)N1CCCCCC1,0.0,0.4,-6.0,10.9,-2.7,1.0,3.8,-3.5,3.6,2.8
N=c1c(S(=O)(=O)c2ccc(F)cc2)cc2c(=O)n3ccccc3nc2n1CC1CCCO1 (stereo unspecified),1.4,0.9,-20.6,0.8,-1.7,-0.7,1.9,7.3,-18.5,1.4
O=C(N=Nc1c(O)[nH]c2ccccc12)c1ccc2c(c1)OCO2,-3.9,1.9,x,45.5*,-3.4,0.5,1.1,1.1,8.8,5.6
COC(=O)CN1C(=S)N(Cc2ccccc2)C(=O)C1CC(=O)Nc1ccc(OC)cc1 (stereo unspecified),6.4,-2.9,-7.5,x,-2.2,-0.2,3.2,-0.3,-0.5,2.6
Cc1ccc(NC(=O)c2ccc(OCc3c(C)noc3C)cc2)cc1,x,x,x,-5.3,x,-1.3,2.4,x,x,-10.5
CS(=O)(=O)N(Cc1ccccc1)c1ccc(C(=O)NCC2CCCO2)cc1 (stereo unspecified),23.4,-2.2,0.6,x,-0.3,1.6,0.4,3.1,-9.0,2.7
Cc1oc(-c2ccccc2Cl)nc1CS(=O)CC(=O)NC1CC1 (stereo unspecified),0.6,1.6,-2.3,27.1,-3.3,0.3,1.7,-4.1,-11.8,0.1
CCCNc1nc2c(c(=O)[nH]c(=O)n2C)n1CCCc1ccccc1,5.3,6.9,11.4,x,0.7,0.4,1.4,u,-4.7,2.3
CCn1c(Cc2ccc(OC)cc2)nnc1SCC(=O)Nc1cccc(C(=O)OC)c1,-1.1,-3.6,-1.4,x,x,-0.5,1.2,-6.2,-8.3,1.9
CCn1c(SCC(=O)Nc2ccc3c(c2)OCO3)nnc1-c1ccccc1O,-13.1,3.3,-0.2,u,-1.1,0.7,-0.6,-3.2,-11.6,-0.8
CCOc1ccc2nc(NC(=O)c3ccco3)sc2c1,35.7,-0.4,6.0,14.0,-1.1,1.0,2.6,-2.5,-4.1,-0.1
O=C(Cc1ccccc1Cl)N1CCN(c2ccccn2)CC1,-20.4,-0.4,-8.7,-0.8,-0.7,-1.6,-1.3,3.2,-0.2,0.4
CCOc1ccc(N(C(=O)c2snc(C(N)=O)c2N)C(C(=O)NCC2CCCO2)c2ccc(C)o2)cc1 (stereo unspecified),-0.1,0.9,26.2,-1.4,-2.2,x,x,12.3,-14.7,-0.1
Cc1cccc(CCN2C(N(C)C)=NC[C@@H]2Cc2ccccc2)c1,0.2,-2.3,9.1,-1.1,-0.5,1.4,1.7,8.6,6.8,1.2
O=C(Cc1cc(=O)[nH][nH]1)N/N=C/C(Cl)=C/c1ccccc1,0.2&-3.2,13.8&16.8,6.6&5.7,-0.9&-0.8,-1.5&-3.2,-1.7&-1.1,-1.4&0.2,-5.5&3.9,-8.3&-8.2,4.3&2.1
CC(C)(C)OC(=O)C[C@H]1C/C=C\C[C@@H](CC(=O)N(CCO)Cc2ccccc2)C(=O)N[C@@H](c2ccccc2)COC1=O,20.4,0.5,8.5,-1.2,-1.2,-1.8,-0.2,-3.8,1.7,1.6
CN(C(=O)c1ccccc1Cl)c1ccccc1,-23.8,-1.4,-13.0,x,x,0.0,0.1,1.8,7.2,3.4
Cc1ccc(Cn2ccsc2=NC(=O)CCl)cc1,11.1,-1.8,-5.9,-2.0,-2.6,-0.2,0.6,7.5,-14.1,2.9
COC(=O)c1ccc(COC(=O)C2CCN(S(=O)(=O)c3c(Cl)cccc3Cl)CC2)o1,-14.3,-4.6,-3.1,-3.5,-2.0,1.2,1.4,3.3,-8.8,3.4
O=[N+]([O-])c1cc(S(=O)(=O)Nc2cccc(Cl)c2)ccc1N/N=C/c1ccc(N2CCOCC2)cc1,7.0,-0.9,-3.3,0.9,-1.4,1.1,-0.1,9.4,0.5,1.5
CN(CC(=O)Nc1ccccc1Cl)C(=O)Cn1cnc2ccc(Cl)cc2c1=O,x,-0.4,-1.5,-0.8,0.2,1.4,-0.7,7.8,0.2,-1.4
CC(=O)c1ccc(S(=O)(=O)N2CCC(NC(=O)c3ccccc3)CC2)cc1,11.4,-2.2,-4.0,-1.0,-9.5,x,x,3.5,-17.7,-2.6
CCn1c(=O)c2c3c(sc2n2cnnc12)CCC3,7.1,4.1,4.3,x,-0.2,0.3,4.4,0.7,2.1,1.5
COc1ccc(C(C#N)C2(C)OCCO2)cc1OC (stereo unspecified),6.5,0.6,5.5,x,-0.2,-0.4,2.2,-1.9,5.0,-1.2
COc1ccc(/C=C/C(=O)NCc2cn(C)nc2C)cc1COc1ccc(Br)cc1,-9.9,3.7,-3.3,x,-0.9,-0.2,3.8,-1.0,-4.8,-0.9
CCOC(=O)COc1c(Cl)cc(/C=C2\N=C(C)OC2=O)cc1OC,3.5,-1.7,-11.5,-0.1,1.0,0.7,1.5,-1.7,-3.9,-1.7
COC(=O)C1Cc2c([nH]c3ccccc23)C2(CCN(Cc3ccccc3)CC2)N1 (stereo unspecified),15.0,0.8,-30.4,-1.3,-1.4,-0.7,1.3,-3.2,-14.6,-1.2
N=c1oc2ccc3ccccc3c2cc1-c1nnc2n1CCCCC2,0.2,3.0,-216.8,4.4,-3.5,0.6,4.7,4.3,-6.7,-0.9
Cn1c(=O)cc(OCCCC(=O)NC2CCCC2)c2ccccc21,11.0,1.4,-6.6,20.0,0.0,-1.0,2.2,-3.4,7.8,1.9
Cn1ncc(Cl)c1C(=O)N1CCN(c2ccc(Cl)c(Cl)c2)CC1,-29.3,0.4,-8.1,1.4,-0.7,3.0,-1.0,1.6,8.9,0.9
O=S(=O)(c1ccccc1)c1cc(O)ccc1O,-11.0,-0.2,4.1,-0.8,-4.5,1.4,1.5,6.0,-13.4,0.2
COc1ccc(NC2CCCN(C(=O)CCCN3CCCCC3=O)C2)cc1 (stereo unspecified),1.6,-1.0,-5.5,1.2,-0.8,2.5,0.0,1.5,-7.8,0.6
CC(C)C(NC(=O)C1CCCCC1)C(=O)NCc1ccccn1 (stereo unspecified),15.0,-0.6,0.1,x,0.1,-1.0,1.6,-6.6,-8.8,2.1

# Another view of some results above.
# The line under a structure holds: PfHsp90 set2	DAGLB inhibitor	Rtt109 Vps75	Wnt bcat act	CAL PDZ FP	Ecoli viability	AddAB inh	Tat transport	PvdQ inh	phage Ecoli inh
COc1ccc(C(C#N)C2(C)OCCO2)cc1OC (stereo unspecified)
→ 6.5	0.6	5.5	x	-0.2	-0.4	2.2	-1.9	5.0	-1.2
COc1ccc(/C=C/C(=O)NCc2cn(C)nc2C)cc1COc1ccc(Br)cc1
→ -9.9	3.7	-3.3	x	-0.9	-0.2	3.8	-1.0	-4.8	-0.9
CCOC(=O)COc1c(Cl)cc(/C=C2\N=C(C)OC2=O)cc1OC
→ 3.5	-1.7	-11.5	-0.1	1.0	0.7	1.5	-1.7	-3.9	-1.7
COC(=O)C1Cc2c([nH]c3ccccc23)C2(CCN(Cc3ccccc3)CC2)N1 (stereo unspecified)
→ 15.0	0.8	-30.4	-1.3	-1.4	-0.7	1.3	-3.2	-14.6	-1.2
N=c1oc2ccc3ccccc3c2cc1-c1nnc2n1CCCCC2
→ 0.2	3.0	-216.8	4.4	-3.5	0.6	4.7	4.3	-6.7	-0.9
Cn1c(=O)cc(OCCCC(=O)NC2CCCC2)c2ccccc21
→ 11.0	1.4	-6.6	20.0	0.0	-1.0	2.2	-3.4	7.8	1.9
Cn1ncc(Cl)c1C(=O)N1CCN(c2ccc(Cl)c(Cl)c2)CC1
→ -29.3	0.4	-8.1	1.4	-0.7	3.0	-1.0	1.6	8.9	0.9
O=S(=O)(c1ccccc1)c1cc(O)ccc1O
→ -11.0	-0.2	4.1	-0.8	-4.5	1.4	1.5	6.0	-13.4	0.2
COc1ccc(NC2CCCN(C(=O)CCCN3CCCCC3=O)C2)cc1 (stereo unspecified)
→ 1.6	-1.0	-5.5	1.2	-0.8	2.5	0.0	1.5	-7.8	0.6
CC(C)C(NC(=O)C1CCCCC1)C(=O)NCc1ccccn1 (stereo unspecified)
→ 15.0	-0.6	0.1	x	0.1	-1.0	1.6	-6.6	-8.8	2.1

# The results go on:
SMILES,PfHsp90 set2,DAGLB inhibitor,Rtt109 Vps75,Wnt bcat act,CAL PDZ FP,Ecoli viability,AddAB inh,Tat transport,PvdQ inh,phage Ecoli inh
CSc1ccc(CN2CCC(n3nccc3NC(=O)CCCc3ccccc3)CC2)cc1,-23.6,0.1,-1.7,-4.9,-2.6,-3.5,0.5,0.4,-18.5,2.0
COc1ccc(NC(=O)/C=C/c2cccc(F)c2)cn1,-17.2,-1.4,-6.9,36.0*,-1.2,-0.9,-0.3,0.0,9.0,1.2
COc1cc(N)ccc1NC(=O)c1cccs1,28.8,3.5,5.9,x,x,-1.7,-0.6,-8.4,-9.8,-0.5
CC(C)(C)C1C=C(Sc2ccccc2)C(=O)O1 (stereo unspecified),6.7,-2.1,1.5,x,-1.3,1.2,4.3,3.2,7.6,-0.5
CCN1CCN(C(c2cccs2)C(C)NC(=O)c2ccccc2)CC1 (stereo unspecified),22.5,-0.5,-4.3,4.1,1.0,-2.0,-2.3,-5.9,-1.0,3.9
CCc1c(C)nn(C(=O)/C(C#N)=C\N(C)C)c1C,-1.0,-4.0,1.0,-0.1,-1.2,1.3,0.7,1.2,7.1,2.6
COc1ccc(CNS(=O)(=O)c2cc(OCC(N)=O)c(C)cc2Cl)cc1,x,-0.3,x,-9.2,-1.4,0.9,2.4,7.8,-11.1,3.5
O=C(N/N=C/C(c1ccccc1)c1ccccc1)c1ccccc1F,x,-3.6,1.7,-0.6,-2.9,1.4,2.7,5.5,24.1,0.5
Cc1cccc(C(=O)Nc2sc3c(c2C(=O)O)CCC3)c1,-18.6,5.0,2.0,12.1,0.3,-0.2,-1.4,2.3,-2.8,0.0
